# CHRM1 antagonist: antagonists of human M1 muscarinic receptor. inhibition, % at 3 µM. P11229. CHO-K1 hM1, Fluo-8 calcium fluorescence, ACh EC80 antagonist. AID 588852. actives 1.3% (n = 360,000);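 active means percent inhibition above its own plate's cutoff, namely the mean of that plate's compound wells plus 3 SD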;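 further: peak over basal fluorescence ratio during 140 s after agonist addition; 0% = ACh EC80 plus DMSO and 100% = DMSO alone without agonist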
# Target sequence (P11229 whole entry, looked up): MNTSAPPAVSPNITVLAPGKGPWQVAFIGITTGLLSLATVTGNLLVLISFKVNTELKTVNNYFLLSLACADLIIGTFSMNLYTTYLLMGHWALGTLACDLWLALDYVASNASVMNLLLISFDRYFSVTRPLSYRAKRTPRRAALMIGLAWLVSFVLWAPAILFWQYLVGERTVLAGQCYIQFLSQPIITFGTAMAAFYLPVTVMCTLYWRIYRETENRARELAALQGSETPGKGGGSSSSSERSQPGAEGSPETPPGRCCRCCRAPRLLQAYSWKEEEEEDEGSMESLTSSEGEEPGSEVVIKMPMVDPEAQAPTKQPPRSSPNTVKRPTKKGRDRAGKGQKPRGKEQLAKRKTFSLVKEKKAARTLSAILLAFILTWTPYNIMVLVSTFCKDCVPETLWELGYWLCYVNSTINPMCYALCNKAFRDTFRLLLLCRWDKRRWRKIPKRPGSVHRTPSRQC
# M1 ag: activates human CHRM1 receptor | P11229 | CHO-K1 hM1, Fluo-8 calcium fluorescence, agonist mode; 0% DMSO, 100% acetylcholine EC100 | activation, % at 3 µM | actives 0.33% (n = 360,000);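 active means activation above the run's mean compound activation plus 3 SD, cut at about 16% in these data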;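 further: peak over basal fluorescence ratio within a 140 s kinetic read after compound addition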
# M5 ag: CHRM5 agonism in calcium assay; AID 624037; CHO-K1 hM5 cells, Fluo-8 calcium fluorescence; 0% DMSO wells, 100% maximal acetylcholine response; P08912; actives 0.19% (n = 360,000); activation, % at 3 µM;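 active means activation above the run's mean over test compounds plus 3 SD, cut at about 23% in these data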;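 further: signal is peak over basal fluorescence ratio across the kinetic read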
# CHRM1 PAM: human CHRM1 positive allosteric modulation. P11229. CHO-K1 hM1, Fluo-8 calcium fluorescence, ACh EC20; 0% = ACh EC20, 100% = maximal ACh. activation, % at 3 µM. actives 0.088% (n = 360,000); in the data active means activation above about 19%, passing the limit was not always enough
# M4 ag: agonists of human muscarinic M4 receptor (CHRM4). P08173. CHO-K1 hM4/Gqi5, Fluo-8 calcium fluorescence; vehicle 0%, full acetylcholine response 100%. activation, % at 3 µM. actives 0.14% (n = 360,000);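 active means activation above the run mean over all test wells plus 3 SD, cut at about 32% in these data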;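 further: peak over basal fluorescence ratio per well then scaled between controls; 0% = DMSO wells and 100% = acetylcholine at EC100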
# M5 antag: antagonists of human muscarinic M5 receptor (CHRM5) | P08912 | inhibition, % at 3 µM | CHO-hM5 cells, Fluo-8 calcium fluorescence, ACh EC80 | actives 0.59% (n = 360,000) | AID 624040;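 active means inhibition above a per-plate cutoff, the mean of that plate's test compounds plus 3 SD, cut at about 27% in these data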;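 further: 0% = acetylcholine EC80 with DMSO and 100% = DMSO without agonist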
# M5 PAM: CHRM5 positive allosteric modulation. AID 624038. CHO-K1 hM5, Fluo-8 calcium, ACh EC20 PAM; 0% = ACh EC20, 100% = ACh EC100. actives 0.3% (n = 360,000). P08912. activation, % at 3 µM;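 active means activation above the run cutoff, the mean activation of all test compounds plus 3 SD, cut at about 18% in these data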
#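 Replicates: One well per compound, no replicates | System: Human M5 receptor in CHO-K1 cells | Benchmarks: Low control EC20 acetylcholine (0%), high control EC100 acetylcholine (100%) | Probe or stimulus: Acetylcholine, EC20 level | Times: Fluo-8 loading 80 min at 37 °C plus 30 min room temperature | Signal: Intracellular calcium via Fluo-8 fluorescence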
# CHRM4 antagonist: antagonists of human muscarinic M4 receptor (CHRM4). inhibition, % at 3 µM. CHO-hM4 cells, ACh EC80, Fluo-8 calcium fluorescence. P08173. actives 0.73% (n = 360,000). AID 624125;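 active means inhibition above its plate's cutoff, the mean inhibition of sample wells plus 3 SD, cut at about 27% in these data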;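 further: 0% = acetylcholine EC80 with DMSO and 100% = DMSO without agonist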
# TAAR1 ag: human TAAR1 agonism; CHO RD-HGA16 TAAR1, Fluo-8 calcium fluorescence; vehicle wells 0%, saturating PEA agonist 100%; activation, % at 3 µM; actives 0.99% (n = 360,000); AID 624467;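 active means activation above the mean activation of all test compounds in the run plus 3 SD, cut at about 38% in these data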
# Target sequence (Q96RJ0 whole entry, looked up): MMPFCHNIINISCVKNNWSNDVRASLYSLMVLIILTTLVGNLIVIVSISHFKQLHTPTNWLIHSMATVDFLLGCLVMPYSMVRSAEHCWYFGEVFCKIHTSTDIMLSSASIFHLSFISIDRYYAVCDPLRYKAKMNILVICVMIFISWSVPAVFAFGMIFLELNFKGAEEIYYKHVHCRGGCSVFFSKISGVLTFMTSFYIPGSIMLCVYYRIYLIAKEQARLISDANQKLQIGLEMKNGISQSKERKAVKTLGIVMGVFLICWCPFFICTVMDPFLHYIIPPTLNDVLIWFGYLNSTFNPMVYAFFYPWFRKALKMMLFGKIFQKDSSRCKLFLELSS
#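 Test system: RD-HGA16 (CHO) cells co-expressing Gα16 and hTAAR1; dosing: one-point dosing at 3 µM (nominal); timing: 17-24 h seeding, 75 min 37 °C dye, 30 min RT; signal: kinetic Fluo-8 calcium fluorescence; read-out basis: % activation relative to PEA EC100 response; controls: DMSO and PEA EC100; replicates: n 1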
# * hit, by the source's call. These rows are one share of the data. The share of hits here may be higher or lower than overall.
SMILES,CHRM1 antagonist,M1 ag,M5 ag,CHRM1 PAM,M4 ag,M5 antag,M5 PAM,CHRM4 antagonist,TAAR1 ag
O=C(COC(=O)c1ccccc1Cl)NCc1ccco1,9,-2,2,1,0,17,-7,6,0
COc1cccc(CNC(=O)c2ccc3c(c2)N(C)CCS3)c1OC,-12,-2,1,4,3,3,-5,-12,1
CCn1nc(C)cc1C(=O)N1CCCC(C(=O)c2ccccc2SC)C1 (centres undefined),14,0,4,-5,6,4,-2,6,-1
CN(C)S(=O)(=O)c1ccc(C(=O)N2CCCC2c2nc3ccccc3s2)cc1 (centres undefined),-9,-4,-6,8,1,-4,6,-7,0
O=C(COC(=O)c1ccccn1)NCc1ccccc1Cl,-10,0,-3,9,1,2,-3,2,1
CC(C)[C@H]1COCCS(=O)(=O)N1Cc1cccc(Cl)c1,3,-6,5,1,1,8,-13,-7,4
O=C(CN1CCN(c2ncc(C(F)(F)F)cc2Cl)CC1)NCCNc1ncc(C(F)(F)F)cc1Cl,-2,-4,-1,2,1,-2,-2,2,-2
Cc1ccc(-c2csc3nc4ccc(C(=O)NCCO)cc4c(=O)n23)cc1,-13,-2,3,3,4,8,-3,-4,5
CNC(=O)c1ccsc1NC(=O)c1ccc(S(=O)(=O)N2CCOCC2)cc1,1,-3,1,0,15,2,-5,-2,11
CCOc1ccc(C(=O)NCC(=O)N2CCC(C)CC2)cc1OCC,3,-5,-1,4,1,-7,2,5,0
C=CCn1c(C(C)NC(=O)c2ccc(C)cc2)n[nH]c1=S (centres undefined),-10,-6,-2,6,1,-7,7,-21,0
S=c1[nH]nc(COc2ccccc2)n1/N=C/c1ccccc1Br,3,-7,-7,0,-1,2,-1,-3,0
Brc1cccc(-c2nnc(SCc3nc4ccccc4[nH]3)o2)c1,1,-2,-3,-2,7,6,-5,5,8
CCCCS(=O)(=O)N1CCCC(C(=O)Nc2ccc3c(c2)CCC3)C1 (centres undefined),-5,-5,-2,2,3,2,-5,17,12
CC1CCCC(NC(=O)C2CCC(CNc3c(N4CCCCC4)c(=O)c3=O)CC2)C1C (centres undefined),-17,0,-3,12,0,-8,14,-19,0
CCC(C)n1c(C)nc2c(c1=O)c1nc3ccccc3nc1n2CCC1=CCCCC1 (centres undefined),-1,-6,-1,3,2,-5,0,6,3
Cc1cc(=O)[nH]c(SCC(=O)Nc2nnc(SCc3ccccc3)s2)n1,7,4,3,3,2,9,1,1,1
COc1ccc(-c2nc(CS(=O)CC(=O)NCCCN3CCCC(C)C3)c(C)o2)cc1OC (centres undefined),-9,-5,-2,5,-1,-7,1,-14,0
COc1ccc(-c2cc(C(=O)N3CCc4ccccc4C3)no2)cc1OC,-9,-5,0,3,-1,-15,3,-7,14
COc1cc(-c2nnc(-c3ccco3)o2)ccc1OCc1ccccc1,7,-3,1,0,2,-4,2,-10,6
Cc1ccc(C2=NN(C(=O)c3ccco3)C(O)(C(F)(F)F)C2)cc1 (centres undefined),-3,-5,-4,2,-1,-4,-5,7,0
CCN1CC(CN(C)Cc2nc(Cc3ccccc3)no2)CC1=O (centres undefined),-4,-2,-1,7,1,6,1,-8,0
CC1(C)N=C(c2ccccc2)C(=O)N1,-12,-3,-3,9,1,-4,-2,-11,0
O=C(O)c1ccc(Nc2nc(-c3cc4ccccc4oc3=O)cs2)cc1O,4,-4,8,4,1,-1,4,-2,3
O=c1c(-c2ccc([N+](=O)[O-])cc2)coc2c(O)c(O)ccc12,-23,7,0,18,2,5,-3,-9,2

# (cont.)
SMILES,CHRM1 antagonist,M1 ag,M5 ag,CHRM1 PAM,M4 ag,M5 antag,M5 PAM,CHRM4 antagonist,TAAR1 ag
COc1ccccc1CNC(=O)CN(C)CC(=O)Nc1ccccc1Br,-3,-2,0,0,9,17,-1,-6,12
COc1cccc2cc(C(=O)N3CCN(C(=O)c4ccccc4)CC3)c(=O)oc12,-12,-2,-1,9,1,-2,1,-12,1
COc1ccc(CCNC(=O)CS(=O)(=O)Cc2nc(-c3ccc(C)cc3)oc2C)cc1OC,-16,-3,0,8,1,-8,2,-5,0
N#Cc1ccc(-c2nc3ccc(Br)cn3c2Cc2cccc(F)c2)cc1,3,-5,-4,-9,8,9,-7,3,-1
CCNc1nc(NCC)nc(SCCOC(=O)Nc2ccccc2)n1,-9,-2,-2,1,4,0,3,0,19
COc1ccc(Br)cc1/C=N/NC(=O)c1ccc(COc2ccc3c(c2)CCC3)o1,-3,-3,-1,2,0,-1,-4,1,2
COc1cc2sc(-c3ccc(S(C)(=O)=O)cc3)c(C(=O)NCc3ccc(C)o3)c2cc1OC,27,-2,8,-13,21,9,-39,7,5
Cc1cc(C)n2nc(CC(=O)NNC(=O)c3ccc(N(C)C)cc3)nc2n1,-18,0,-5,15,1,-10,4,-6,0
COC(=O)CNC(=O)COC(=O)/C=C/c1ccc2ccccc2n1,5,-2,-1,-5,3,-8,1,-2,5
CCCCCn1c(CN2CCN(Cc3ccccc3)CC2)nc2c1c(=O)[nH]c(=O)n2C,-13,-14,-5,6,3,-4,3,-12,2
CCCC(=O)Nc1ncnc2c1ncn2[C@@H]1O[C@@H]2OP(=O)(O)OC[C@H]2[C@H]1OC(=O)CCC,-21,0,1,2,2,5,-9,-12,1
CC(=O)Nc1ccc2nc(-c3cccn3C)[nH]c2c1,-14,1,-1,7,2,4,-1,-2,2
COc1ccc(NC(=O)CCS(=O)(=O)c2ccccc2Cl)cc1S(=O)(=O)Nc1ccc(Cl)cc1,-22,2,3,22,5,4,1,14,12
Cc1ccc(-n2c(=S)sc3c(=O)n(-c4ccc(F)cc4)c(SCC(=O)O)nc32)cc1C,-10,-3,-3,9,1,11,0,-1,5
Fc1ccc(-n2c(-c3ccco3)nc3nc4ccccc4nc32)cc1,-1,0,0,-1,0,2,2,9,9
COc1ccc(-n2c(SCC(=O)Nc3ccc(C(N)=O)cc3)nc3c([nH]c4ccccc43)c2=O)cc1OC,-11,-2,-1,6,0,1,-2,7,1
C=CCN(C(=O)c1cccc(C(F)(F)F)c1)C1(C(=O)Nc2ccccc2)CCN(C(C)C)CC1,6,-11,-4,5,1,6,-3,2,11
Cc1cc(-c2nnc(CCC(=O)NCc3cccc(C(F)(F)F)c3)o2)no1,-1,-4,-1,0,-2,-11,4,0,4
CC(=O)OCC1(C)CN(c2ccccc2)N(C(=O)c2ccc(C(C)(C)C)cc2)C1=O (centres undefined),-6,-4,-3,4,1,-2,0,-11,0
CCN1C(=O)C(CC(=O)Nc2ccc(OC)cc2)N(Cc2ccco2)C1=S (centres undefined),-3,-2,1,4,0,8,-4,6,2
CC(C)CCNC(=O)[C@@H](NC(=O)c1c(F)cccc1F)C(C)C,-14,-2,1,13,0,0,0,3,2
Cc1ccc(C(=O)COC(=O)c2cccc(O)c2)s1,-11,1,4,8,1,2,-4,9,0
Cc1cccc(N2CCN(S(=O)(=O)c3cnc[nH]3)CC2)c1C,-1,-2,-1,8,2,3,-1,0,4
O=C(CSCc1ccc(Cl)cc1)NCc1ccc2c(c1)OCO2,-6,-4,-7,7,0,3,-2,4,-1
COc1cc(OC)cc(OC(=O)C2CCN(C3=NS(=O)(=O)c4ccccc43)CC2)c1,-2,-3,2,5,7,11,-1,-5,4

# Fetched by structure from the list above:
SMILES,CHRM1 antagonist,M1 ag,M5 ag,CHRM1 PAM,M4 ag,M5 antag,M5 PAM,CHRM4 antagonist,TAAR1 ag
CCn1nc(C)cc1C(=O)N1CCCC(C(=O)c2ccccc2SC)C1 (centres undefined),14,0,4,-5,6,4,-2,6,-1
CCCCCn1c(CN2CCN(Cc3ccccc3)CC2)nc2c1c(=O)[nH]c(=O)n2C,-13,-14,-5,6,3,-4,3,-12,2
Cc1ccc(C2=NN(C(=O)c3ccco3)C(O)(C(F)(F)F)C2)cc1 (centres undefined),-3,-5,-4,2,-1,-4,-5,7,0
COc1ccc(CCNC(=O)CS(=O)(=O)Cc2nc(-c3ccc(C)cc3)oc2C)cc1OC,-16,-3,0,8,1,-8,2,-5,0
CC1(C)N=C(c2ccccc2)C(=O)N1,-12,-3,-3,9,1,-4,-2,-11,0

# (further entries)
SMILES,CHRM1 antagonist,M1 ag,M5 ag,CHRM1 PAM,M4 ag,M5 antag,M5 PAM,CHRM4 antagonist,TAAR1 ag
C[C@@H](NC(=O)c1ncn(Cc2ccccc2)c1C(=O)N[C@H](C)c1ccccc1)c1ccccc1,-1,-3,0,2,2,8,6,-8,1
COc1cccc(NC(=O)Nc2cc(C(=O)NCC3CCCO3)ccc2N2CC3CC(C2)c2cccc(=O)n2C3)c1 (centres undefined),-10,-3,-6,8,1,13,-2,3,4
COc1ccc(C(=O)Nc2ccccc2C(=O)N2CCCCCC2)cc1OC,7,-1,-2,1,2,11,-6,-2,1
C#CCOCCOCCOCCNc1nc(N2CCN(C(=O)[C@H]([C@@H](C)CC)n3cc(CCCN=C(N)N)nn3)CC2)nc(N2CCN(C(=O)[C@H](CCCCN)n3cc(CC(C)O)nn3)CC2)n1 (some centres undefined),-21,-7,-4,11,1,8,-2,-10,9
Cc1ccc(CNc2ccc3c(c2)nc(C)n3C)cc1,-13,-7,-8,2,1,16,-4,7,5
CN(C)CCNC(=O)c1cccc(-c2cnc3c(NC=O)cc(-c4cccc(C(F)(F)F)c4)cn23)c1,3,-9,-1,-12,3,6,-3,13,2
COCCN(CCOC)C(=O)COC(=O)c1cc([N+](=O)[O-])ccc1Cl,16,-2,1,-6,1,16,0,6,1
OC1(c2cccs2)CN(c2ccccc2)C2=[N+]1CCCC2 (centres undefined),-7,-5,-16,7,1,1,-5,-3,1
CCC(=O)N1CCC(C)(C(=O)Nc2ccc3c(c2)OCO3)C1 (centres undefined),-18,-4,-1,5,1,-4,3,-2,1
O=C(N/N=C/c1c(O)ccc2ccccc12)C(=O)N1CCCC1,-14,0,2,4,-1,1,-3,1,8
Cc1[nH]c(=O)[nH]c(=O)c1CSCC(=O)OCC(=O)Nc1ccccn1,-2,-3,4,1,0,-4,1,-4,0
CC(C)CNC(=O)CN(c1cccc(Cl)c1)S(C)(=O)=O,-10,-6,-1,7,0,-13,-2,-6,4
O=C(CN1CCCC1c1cccs1)N1CCN(S(=O)(=O)c2ccccc2)CC1 (centres undefined),6,-8,-3,-5,1,4,-4,4,0
Cc1ccc(C(=O)CCC(=O)NN2C(=O)NC3(CCCCC3)C2=O)cc1,-7,-2,-5,4,0,2,-2,-13,-1
C[C@H]1CN([C@@H](C)CO)S(=O)(=O)c2ccc(Br)cc2O[C@@H]1CN(C)C(=O)Nc1ccc2c(c1)OCO2,2,-3,1,-3,2,-4,-2,-1,2
CCOC(=O)c1cnc(SCc2nc(N)nc(Nc3ccc(OC)cc3)n2)nc1N,8,0,4,5,2,-2,-3,4,13
COCCN1C(=O)CCC1(C)C(=O)Nc1ccc2ccccc2c1 (centres undefined),-5,-4,2,4,0,3,-3,-3,0
CC(C)(C)OC(=O)N1CCC(c2c(C(=O)NCC3CCN(C4CCCC4)C3)cnn2-c2cccc(Cl)c2)CC1 (centres undefined),-5,-4,-6,3,3,-8,5,-16,4
CCCc1nc2n[nH]c(N)c2c2c1CCC2,-35,2,3,4,0,-6,0,-6,0

# High-throughput results deposited in PubChem BioAssay by The Scripps Research Institute Molecular Screening Center.
